# Xi reactivation: activators of inactive X chromosome reactivation, primary screen, imaging, XiGFP fibroblasts, GFP high-content imaging, set 2. XiGFP mouse fibroblasts, % GFP-positive cells imaging, 3 d; cells co-treated with 5-aza-dC sensitizer; scaled so ellipticine positive control = 100%. activation, % at 7.58 µM. 360,000 tested, 0.055% active. AID 743238, 2013;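 active = mean normalized replicate activation at least 10% and every replicate at or above 10%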;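 also: 0% = median of on-plate neutral control wells and 100% = ellipticine 6 µM median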
#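 Assay system – SV40-immortalized XiGFP fibroblast cells, line 68-5-11 · Buffer or medium – DMEM supplemented with 5-aza-dC as sensitizing agent · Dosing – one concentration, pinned · Benchmarks – positive control ellipticine, 6 µM final · Times – 3 days compound exposure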
# ERAP1 inh: human ERAP1 aminopeptidase inhibitors, primary screen, biochemical, single point, plate reader | Endoplasmic reticulum aminopeptidase 1 (Homo sapiens), Q9NZ08 | recombinant ERAP1, Leu-AMC fluorescence, 60 min | inhibition, % at 10.7 µM | 340,000 tested, 0.15% active | AID 652197, 2013;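 active = mean replicate inhibition of at least 30%, or all replicates individually reaching that 30% level; inactive = mean below 30% and not every replicate reaching it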;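 also: 0% = neutral control wells and 100% = L-leucinethiol positive control wells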
# Statin myotox sup: suppressors of statin myotoxicity in C2C12 myotubes, primary screen, cell-based, single point, plate reader; C2C12 myotubes + simvastatin, ATP luminescence, 48 h; scaled: DMSO 0, geranylgeraniol control 100; rescue of ATP level, % at 7.49 µM; 330,000 tested, 0.78% active;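 active = mean ATP rescue above about 67%, or every replicate alone reaching that limit, limit read from the data, passing the limit was not always enough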;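 also: myotubes were challenged with 10 µM simvastatin during compound exposure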
# PGC1a acetyl inh: inhibitors of PGC1a acetylation signal, primary screen, cell-based, U2OS, AlphaScreen, inhibitor mode; AlphaScreen anti-acetyl-lysine; with virally co-expressed GCN5 acetyltransferase; inhibition, % at 15.6 µM; 350,000 tested, 0.17% active; AID 651687, 2012;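 active = every replicate shows inhibition of at least 40%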;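 also: 0% = neutral control wells and 100% = positive control wells; some results beyond the cut were filed as inactive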
# SIRT5 inh: SIRT5 desuccinylase inhibitors, primary screen, biochemical, fluorescence imaging, single point, set 5. Purified SirT5, succinyl-peptide AMC, trypsin-coupled fluorescence. inhibition, % at 15 µM. 330,000 tested, 1.1% active. AID 652115, 2013; in the data active = inhibition above about 15%
# Target sequence (Q9NXA8 whole entry, looked up): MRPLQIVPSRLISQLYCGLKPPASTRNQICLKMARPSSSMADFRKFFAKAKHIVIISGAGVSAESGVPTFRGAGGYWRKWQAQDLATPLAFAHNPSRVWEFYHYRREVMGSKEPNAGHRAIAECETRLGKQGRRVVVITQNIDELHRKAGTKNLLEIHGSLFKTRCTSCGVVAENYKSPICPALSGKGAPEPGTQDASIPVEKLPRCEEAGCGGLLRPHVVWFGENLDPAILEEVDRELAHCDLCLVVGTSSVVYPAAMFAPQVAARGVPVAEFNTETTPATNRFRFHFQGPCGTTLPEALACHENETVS
# S100A4 MyoIIA: inhibitors of S100A4-myosin IIA peptide binding, primary screen, biochemical, fluorescence polarization, TAMRA-MyoIIA peptide; inhibition, % at 10.7 µM; Protein S100-A4 (Homo sapiens), P26447; 360,000 tested, 0.14% active; AID 652163, 2013;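 active = mean inhibition of at least 70% across replicates, with every replicate also reaching that level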
# Target sequence (P26447 whole entry, looked up): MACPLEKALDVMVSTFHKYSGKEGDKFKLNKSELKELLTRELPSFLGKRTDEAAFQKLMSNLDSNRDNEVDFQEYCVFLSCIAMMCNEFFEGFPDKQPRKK
#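 incubation = readout 5 min after mixing, signal stable up to 60 min | system = S100A4 monomer protein | buffer or medium = HEPES pH 7.2 with CaCl2, KCl, NaCl, DTT, Triton | benchmarks = neutral control DMSO, positive control TFP | also added = fluorescent myosin IIA peptide, 5 nM | compound dosing = one concentration per compound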
# LGR2 inh: inhibitors of bursicon-induced LGR2 CRE-luciferase signal, primary screen, cell-based, HEK293, CRE-luciferase reporter, bursicon stimulation; inhibition, % at 9.99 µM; AID 720647, 2013; Drosophila bursicon receptor LGR2 (rickets); 380,000 tested, 0.35% active; bursicon-stimulated, 4 h;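 active = drop in luminescence signal, shown as inhibition above about 50% in the replicate tests, limit read from the data, passing the limit was not always enough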;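 also: agonist challenge used bursicon conditioned medium at about half maximal strength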
# Cneo AK release: Cryptococcus neoformans cell lysis inducers, primary screen, AK release luminescence, single concentration. C. neoformans lysis, adenylate kinase release luminescence, 4 h; normalised: neutral wells 0, clomiphene wells 100. lysis activity, % at 15 µM. 360,000 tested, 0.2% active. AID 651654, 2012;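 active = mean lysis activity across replicates of at least 80%, whatever share of replicates individually reach that level; inactive = mean lysis activity below 80%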
#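 Test system: log-phase Cryptococcus neoformans yeast cells; Quantity: yeast cell density of 5 × 10^6 cells/mL; Buffer or medium: YPD; Doses: single compound concentration per well; Timing: 4 h at 37 °C static, read 1 h later; Measured by: AK luminescence; Read-out basis: lysis from increased AK signal; Control set: Clomiphene as positive control.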
# Active calls of the source: *; x = not tested or not shown; & = joins results of further samples. Not all compounds are listed; rates above refer to the full screens.
SMILES,Xi reactivation,ERAP1 inh,Statin myotox sup,PGC1a acetyl inh,SIRT5 inh,S100A4 MyoIIA,LGR2 inh,Cneo AK release
COc1cccc(NC(=O)CCc2nnc3ccc(NCc4ccco4)nn23)c1,0.1,-5,9,-8,-2,-4,0,-2
Cc1ccc(C)c(S(=O)(=O)N2CCCCC2CCNC(=O)C(=O)NCc2ccco2)c1 (stereo not drawn),-0.1,-2,16,-4,-1,1,-3,-2
C[C@H](CO)N1C[C@H](C)[C@@H](CN(C)Cc2ccc3c(c2)OCO3)Oc2ccc(NC(=O)Nc3ccc4c(c3)OCO4)cc2C1=O,0.0,-2,2,6,-2,10,6,3
COc1cccc(S(=O)(=O)N[C@H]2C=C[C@@H](CC(=O)NCc3ccccc3)O[C@H]2CO)c1,0.1,-3,3,4,-5,-19,-1,-2
COC(=O)C1C(c2ccccc2)C(C(=O)OCc2ccco2)C1c1ccccc1 (stereo not drawn),x,0,x,x,1,3,19,x
O=c1oc2ccccc2cc1-c1ccccc1,0.3,2,x,-2,-2,-4,-37,2
O=C(COC(=O)c1ccc(NS(=O)(=O)c2ccc(F)c(F)c2)cc1)NCC1CCCO1 (stereo not drawn),0.2,-4,x,4,x,2,-5,x
Cc1cccc(C)c1NCc1nnc(SCC(=O)Nc2nc(-c3ccccc3)cs2)n1-c1ccccc1,-0.3,1,2,2,-3,-2,7,4
COC(=O)C1=C(C)N(Cc2ccccc2C(F)(F)F)C(=NCc2ccc(OC)cc2)NC1CCc1ccccc1 (stereo not drawn),0.2,-6,x,x,x,1,3,x
C[C@H](CO)N1C[C@H](C)[C@@H](CN(C)C(=O)NC2CCCCC2)OCCCC[C@H](C)Oc2ccc(NC(=O)C3CCCCC3)cc2C1=O,0.3,5,17,-8,16*,8,-1,-1
NC(=O)CSc1nc(C2CC2)nc2sc3c(c12)CCCC3,-0.1,-2,x,6,1,5,-91,x
O=[N+]([O-])c1ccc(/C=N/Nc2ccccn2)cc1,0.0,1,24,x,-3,-18,-57,2
Cn1nc(C(C)(C)C)c([N+](=O)[O-])c1C(=O)N1CCCCCC1,0.0,-2,48,x,0,-2,3,0
C/C(=C\C(=O)c1ccc(Br)cc1)NNC(=O)c1ccc(O)cc1,0.4,4,-4,x,2,1,x,2
C[C@H]1CN([C@@H](C)CO)C(=O)c2cccc(NC(=O)Nc3ccc(C(F)(F)F)cc3)c2O[C@H]1CN(C)S(=O)(=O)c1ccccc1,-1.0,x,-2,-2,x,x,6,x
C[C@H]1CN([C@@H](C)CO)C(=O)CCCn2nncc2CO[C@H]1CN(C)C(=O)Nc1ccccc1,-0.1&0.0,-1&-2,1&4,-11&8,6&-3,-1&0,-7&4,0&-4
O=C(CC1CC1)N1[C@H](CO)[C@@H](c2ccccc2)C12CN(Cc1cccnc1)C2,0.0,1,x,7,-3,12,15,x
CCc1cc[n+](CC(=O)Nc2ccc(Cl)cc2Cl)cc1,0.0,-2,x,26,x,-3,0,x
N#Cc1c(-c2ccccc2)ccn(Cc2cccc(Cl)c2)c1=O,x,x,-2,3,x,x,1,-5
CN(CC(=O)Nc1ccc(Cl)cc1)C(=O)c1sccc1-c1ccccc1,0.3,0,-46,12,-1,-2,-8,1
Cc1nc(N(C)C)c2sc(=S)n(Cc3ccccc3)c2n1,0.6,0,x,-4,-4,2,-7,x
O=[N+]([O-])c1ccc(S(=O)(=O)c2ccccc2)nc1,0.2,-4,-134,x,-1,-5,52*,-1
C[C@@H]1CN([C@H](C)CO)C(=O)c2cc(NS(=O)(=O)c3ccc(F)cc3)ccc2O[C@@H]1CN(C)S(=O)(=O)c1ccc(F)cc1,0.3,3,8,-9,3,-3,-1,2
CN(C(=O)C=Cc1ccccc1)c1ccccc1,0.0,0,12,-5,-3,-2,-46,1
COC(=O)C1=C(O)/C(=C\c2cc(C)n(-c3ccccc3F)c2C)N=C1C,1.4,4,x,10,4,-13,-43,x

# An excerpt of these results, with two lines to a compound:
# Each structure is followed by: Xi reactivation, ERAP1 inh, Statin myotox sup, PGC1a acetyl inh, SIRT5 inh, S100A4 MyoIIA, LGR2 inh, Cneo AK release
- Cc1nc(N(C)C)c2sc(=S)n(Cc3ccccc3)c2n1
  0.6, 0, x, -4, -4, 2, -7, x
- O=[N+]([O-])c1ccc(S(=O)(=O)c2ccccc2)nc1
  0.2, -4, -134, x, -1, -5, 52*, -1
- C[C@@H]1CN([C@H](C)CO)C(=O)c2cc(NS(=O)(=O)c3ccc(F)cc3)ccc2O[C@@H]1CN(C)S(=O)(=O)c1ccc(F)cc1
  0.3, 3, 8, -9, 3, -3, -1, 2

# Going on with the list.
SMILES,Xi reactivation,ERAP1 inh,Statin myotox sup,PGC1a acetyl inh,SIRT5 inh,S100A4 MyoIIA,LGR2 inh,Cneo AK release
CC(C)c1ccc(N(C(=O)c2cc3ccccc3oc2=O)C2C=CS(=O)(=O)C2)cc1 (stereo not drawn),-0.1,3,x,x,3,-2,x,x
COc1ccc(NC(=O)COc2nsnc2N2CCOCC2)c(OC)c1,0.1,0,-2,-1,-3,1,11,1
C[C@H](CO)N1C[C@H](C)[C@@H](CN(C)C(=O)C2CCCCC2)OCCCC[C@H](C)Oc2ccc(NC(=O)CCC(F)(F)F)cc2C1=O,-0.1,-1,x,15,2,-3,-9,34
CCOC(=O)N1CCN(C(=O)c2cn(CC)c3ccc(S(=O)(=O)N(C)C4CCCCC4)cc3c2=O)CC1,0.1,-2,-3,2,2,2,2,-2
CCOc1cccc(CN2CCN(CCCc3ccccc3)C(CCO)C2)c1O (stereo not drawn),0.0,0,6,-18,-3,2,-3,0
C[C@H]1CN([C@@H](C)CO)C(=O)c2cccc(NC(=O)Nc3ccc(C(F)(F)F)cc3)c2O[C@@H]1CN(C)CC1CC1,0.0,-2,27,-29,0,1,-13,-5
Cc1cc2c(nc1C)CCCN2S(=O)(=O)c1ccc(F)cc1,0.0,-1,x,x,x,0,-11,x
O=C(NCC1COc2ccccc2O1)c1ccc(Cl)c(S(=O)(=O)N2CCCC2)c1 (stereo not drawn),-0.5,1,-3,x,-1,0,4,-2
COCc1cn(CC[C@H]2CC[C@H](NC(=O)c3ccncc3)[C@@H](CO)O2)nn1,-0.3,2,-1,7,-2,3,15,1
CCC(CC)C(=O)Nc1c2c(nn1-c1ccc(OC)cc1)CS(=O)(=O)C2,x,-8,0,-9,1,-1,-10,4
CN(C)CCCN1C(=O)c2oc3ccccc3c(=O)c2C1c1cccs1 (stereo not drawn),x,x,35,7,x,x,1,-2
Cc1cc(C)[n+](-c2ccc(Oc3ccccc3)c(S(=O)(=O)[O-])c2)[nH]1,0.1,x,x,x,0,-6,2,x
O=C(O)CCC(=O)Nc1ccc(C(=O)OC2CCCCC2)cc1,x,0,9,24,2,-35,19,-7
CCN(CC)c1nc2ccccc2c(N)c1-c1ccccc1,x,x,-58,-10,x,x,14,-2
CC(=O)N(CCOc1ccccc1)CCOc1ccccc1,1.3,-1,x,x,-2,-6,-46,x
Cc1ccc(S(=O)(=O)N(C)C[C@H]2Oc3ccc(NS(=O)(=O)c4cn(C)cn4)cc3C(=O)N([C@H](C)CO)C[C@@H]2C)cc1,-0.5,x,-6,11,x,x,9,x
O=C(CCc1ccccc1)Nc1nnc(-c2ccc3c(c2)CCCC3)o1,0.4,-1,2,-1,-5,-6,-6,5
N/C(=N\OC(=O)c1cccc2ccccc12)c1ccccn1,0.0,1,x,2,-4,-7,48,-22
O=C(COc1ncnc2ccccc12)NC1CCCC1,1.7,0,24,16,-4,-1,-8,1
Cc1ccc(S(=O)(=O)N[C@@H]2C=C[C@@H](CC(=O)N3CCc4ccccc4C3)O[C@H]2CO)cc1,0.5,-1,-3,-2,3,4,21,-4
COc1ccc(-c2ccc3c(c2)[C@H]2[C@H](CCN2C(=O)c2cccc(F)c2)[C@@H](CO)N3)cc1,0.1,-2,3,3,1,-6,0,-4
C[C@H](CO)N1C[C@H](C)[C@H](CN(C)S(=O)(=O)c2ccc(F)cc2)Oc2ncc(/C=C/c3ccccc3)cc2C1=O,0.1,3&2,1&20,-3&-5,-9&-10,4&0,18,-1&9
C[C@H]1CN([C@@H](C)CO)C(=O)c2cccc(NC(=O)NC3CCCCC3)c2O[C@H]1CN(C)CC1CCCCC1,0.4,-1,11,13,-3,11,25,0
Cc1csc(NC(=O)[C@@H](NC(=O)c2ccccc2)C(C)C)n1,-0.1,x,x,1,x,x,-2,0
O=S(=O)(Nc1ccncc1Cl)c1cc(Cl)ccc1Cl,x,x,-12,0,-2,-1,0,-1
# Other structures follow:
SMILES,Xi reactivation,ERAP1 inh,Statin myotox sup,PGC1a acetyl inh,SIRT5 inh,S100A4 MyoIIA,LGR2 inh,Cneo AK release
CCc1nnc(NS(=O)(=O)c2ccc(NCc3ccccc3O)cc2)s1,0.0,2,-5,-7,-5,-6,-4,-1
COc1ccc(NC(=O)CNC(=O)Cn2c(C)cc3ccccc3c2=O)c(OC)c1,0.3,4,x,x,0,-3,13,x
CCn1c(-c2nonc2NC(=O)c2ccccc2)nc2ccccc21,x,x,-41,17,x,x,-10,1
CC1(C)C(=O)NC(=O)N1Cc1ccccc1,0.0,1,4,5,x,6,-9,-2
CNC[C@H]1Oc2ncc(-c3ccccc3C)cc2C(=O)N([C@@H](C)CO)C[C@H]1C,0.0,-1,-3,9,8,2,-13,4
CCCc1cc(=O)oc2c(C)c(OCC(=O)Nc3ccccn3)ccc12,-0.1,-3,7,-6,0,1,-57,-4
COc1ccc(NC(=O)COc2ccc(N(C)S(=O)(=O)c3ccc(C)cc3)cc2)cc1,0.0,x,x,-9,x,x,7,-4
CCC1CCc2sc(C(=O)N(C)CC(=O)Nc3ccc(N4CCOCC4)cc3)cc2C1 (stereo not drawn),0.0,0,-17,x,-3,-6,-9,0
NC(=O)CC(NC(=O)Cc1cccc2ccccc12)c1ccc(NCc2ccccc2)c([N+](=O)[O-])c1 (stereo not drawn),0.0,-1,-1,0,x,3,14,1
CCCCN(CCCC)c1ccc(C(=O)c2ccccc2C(=O)O)c(O)c1,x,10,-43,-19,7,-2,18,7
CC(NCc1ccccc1Cl)C(=O)Nc1ccc(C#N)cc1 (stereo not drawn),0.0,-1,x,12,3,-3,0,x
O=C(O)c1cc2c(ccc3ccccc32)o1,x,-8,5,3,-3,0,14,-2
Cc1nn(CC(=O)NCCc2ccccc2)c(C)c1[N+](=O)[O-],0.3,-2,x,-8,5,2,10,-1
COc1ccc(NC(=O)CSc2nc3ccsc3c(=O)n2Cc2ccccn2)c(OC)c1,0.1,-2,x,8,2,0,-50,x
CC(C)(C)OC(=O)N[C@@H](Cc1ccccc1)c1nnc(SCC(N)=O)o1,0.0,2,2,8,-4,0,-5,x
COc1ccc(CC(=O)NCc2n[nH]c(=S)n2-c2cccc(Cl)c2)cc1,0.0,x,7,x,x,-2,2,0
O=C(Nc1cccnc1Cl)c1cc2ccccc2o1,0.2,5,-3,-1,-2,4,-75,-7

# Screening data as filed in PubChem.
